# Bioassay records as filed in PubChem.
# influenza NS1A – NS1A inhibition, H1N1 influenza, cell based functional assay (AID 504329); NS1A functional cell-based assay, percent inhibition; higher % means a stronger effect; inhibition, % at 12.5 µM; hits with a dose series show IC50 in µM; 340,000 compounds, 0.3% hits; in the data active means a potency from the dose series; inconclusive means inhibition above about 27% without an active follow-up result; further: strong numbers were not always called active
# VEEV TC-83 Vero – inhibitors of VEEV TC-83 cytopathic effect, confirmation, Vero cells (AID 588727) | Vero cells, VEEV TC-83 cytopathic effect inhibition; higher % means a stronger effect | inhibition, % at 20 µM; hits with a dose series show IC50 in µM | 350,000 compounds, 0.13% hits; in the data active means a potency from the dose series; inconclusive means inhibition mostly from about 14% at the one dose, without a potency; inactive means the rest, 99 in 100 with inhibition below about 12%; further: strong numbers were not always called active
# tuberculosis growth – growth inhibition of non-replicating M. tuberculosis (AID 488890); 320,000 compounds, 0.39% hits; inhibition, % at 25 µM, or IC50 in µM where a hit was titrated; Mycobacterium tuberculosis non-replicating, growth inhibition; higher % means a stronger effect; in the data active means a potency from the dose series; inconclusive means inhibition mostly from about 82% at the one dose, without a potency; inactive means the rest, 99 in 100 with inhibition below about 76%;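 further: plate controls were DMSO cells for no effect and high antibiotic wells for full effect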
# Salmonella PhoP GFP – Inhibition of PhoP regulon, Salmonella typhi GFP reporter cells, confirmation, 4 h (AID 1850); 310,000 compounds, 0.33% hits; Salmonella Typhi PhoP-promoter GFP reporter, fluorescence, 4 h; higher % means a stronger effect; inhibition, % at 50 µM, or IC50 in µM where a hit was titrated; in the data active means a potency from the dose series; inconclusive means inhibition mostly from about 25% at the one dose, without a potency; inactive means the rest, 99 in 100 with inhibition below about 19%;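 further: 0% = induced wells with vehicle and 100% = uninduced wells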
# M. tuberculosis HTS – M. tuberculosis growth inhibition, HTS (AID 449762); M. tuberculosis H37Rv growth inhibition, 7H9 media; higher % means a stronger effect; inhibition, % at 25 µM; hits with a dose series show IC50 in µM; 330,000 compounds, 0.59% hits; in the data active means a potency from the dose series; inconclusive means inhibition above about 70% without an active follow-up result;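 further: bacterial growth assessed after seven days of incubation; strong numbers were not always called active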
# VEEV TC-83 Vero 10K pilot screen – second read-out of VEEV TC-83 Vero, no call of its own (marks repeat the call); inhibition, %; measured here: 10K pilot screen inhibition
# The depositor's hits bear a star; i = inactive; ? = inconclusive; / = not tested or not shown. Random draw from the library (roughly 1.6% active in at least one column).
SMILES,influenza NS1A,VEEV TC-83 Vero,tuberculosis growth,Salmonella PhoP GFP,M. tuberculosis HTS,others
O=C(CCCn1c(=S)[nH]c2ccc(Br)cc2c1=O)N1CCN(c2ccccn2)CC1,-4%,i,30%,-14%,-10%,
CCOCCCNCc1ccc(OCc2ccccc2Cl)cc1,-5%,i,70%,-1%,2%,
CCn1c(=O)n(CC)c2cc(N3CCCC3)c(NC(=O)c3ccc(OC)c(Br)c3)cc21,8%,7.6%,30%,-12%,?,
O=C(CCc1ccccc1)OCC(=O)c1cccc([N+](=O)[O-])c1,8%,i,9%,13%,-6%,
CCOC(=O)c1nc2ccccc2c(=O)n1-c1ccc(C)cc1,7%,0.6%,-1%,-1%,-6%,
Cc1ccc2c(c1)c1c(n2C)C(=O)CCC1,-6%,6.3%,-6%,-9%,-12%,
CC1(C)Cc2c(sc(NC(=O)C(=O)N3CCOCC3)c2C(N)=O)CO1,5%,2.8%,19%,-22%,3%,
COc1ccc(S(=O)(=O)Nc2cccc3ccc(O)cc23)cc1,3%,6.9%,-1%,12%,1%,
CC(C)c1ccccc1NC(=O)CSc1n[nH]c(=O)n1C1CC1,-10%,2.6%,-6%,/,-8%,
COCCNC(=S)NC12CC3CC(CC(C3)C1)C2,7%,0.3%,21%,-1%,-1%,

# Grouped by structure, those above with an NH in an aromatic ring
SMILES,influenza NS1A,VEEV TC-83 Vero,tuberculosis growth,Salmonella PhoP GFP,M. tuberculosis HTS,others
O=C(CCCn1c(=S)[nH]c2ccc(Br)cc2c1=O)N1CCN(c2ccccn2)CC1,-4%,i,30%,-14%,-10%,
CC(C)c1ccccc1NC(=O)CSc1n[nH]c(=O)n1C1CC1,-10%,2.6%,-6%,/,-8%,

# (cont.)
SMILES,influenza NS1A,VEEV TC-83 Vero,tuberculosis growth,Salmonella PhoP GFP,M. tuberculosis HTS,others
O=C(NC1CCCCC1)C(c1cccnc1)N(C(=O)CCl)c1ccc(F)cc1 (stereo unspecified),-1%,?,?,0%,50%,
CC(C)CN(C(=O)c1nn(C)c(=O)c2ccccc12)c1nc2ccccc2s1,-21%,7.2%,4%,-12%,-8%,
CC1=CC(=O)C(C(C)=Nc2ccccc2Cl)C(=O)O1 (stereo unspecified),5%,0.2%,-4%,8%,3%,
O=C(Nc1cccc(O)c1)c1cc2nc(-c3ccccc3)cc(-c3ccccc3)n2n1,-3%,1.4%,15%,7%,-3%,
O=C(Nc1ccccc1-c1nc2ccccc2s1)c1ccco1,-11%,10%,16%,-2%,20%,
CCCCOc1ccc(C(=O)Nc2ccc(SC(F)F)cc2)cc1OC,13%,0.8%,39%,-4%,3%,
COc1ccc(Cl)cc1NC(=O)CCc1nc(-c2ccccc2F)no1,-12%,0.2%,10%,-6%,0%,
COc1cc(OC)cc(C(=O)NNC(=O)CCNC(=O)c2ccc(Br)cc2)c1,-6%,2.8%,1%,/,-4%,
CCOC(=O)c1c(C)[nH]c(C(=O)OCC(=O)N(C)c2c(N)n(Cc3ccccc3)c(=O)[nH]c2=O)c1C,-3%,4.5%,0%,/,-11%,
CCOC(=O)c1[nH]c(C)c(C(=O)Nc2ccc(C)cc2C)c1C,1%,6.0%,14%,15%,-4%,
CCOC(=O)C1=C(COC(=O)c2ccc(C)c(S(=O)(=O)N3CCOCC3)c2)NC(=O)NC1C (stereo unspecified),-4%,7.5%,/,/,/,
COc1ccc(NC(=O)c2cc3sccc3n2Cc2ccc(F)cc2)cc1OC,11%,6.2%,-16%,7%,-11%,
CCOc1ccc(C(=O)N2CCCC2)cc1OC,-7%,i,-4%,-5%,-18%,
CCC1=C(OC(=O)N(CC)CC)N2C(=O)OC(=NCCc3c[nH]c4ccccc34)[C@]2(Cc2ccccc2)[C@H]2C1=CC[C@H]1C(=O)N(c3ccccc3)C(=O)[C@H]12,14%,0.9%,39%,-7%,61%,
CC1CCc2nc(NC(=O)c3ccco3)sc2C1 (stereo unspecified),9%,1.2%,62%,-8%,1%,
Cc1cc(C)cc(-n2ccnc2SCC(=O)Nc2nccs2)c1,-4%,i,21%,0%,-1%,
O=C1Cc2ccccc2C(=O)N1OCc1ccc(Cl)cc1,1%,1.4%,-10%,8%,-2%,
CC(NC(=O)C12CC3(C)CC(C)(CC(C)(C3)C1)C2)C(=O)O (stereo unspecified),0%,0.1%,77%,2%,?,
CCC1=[N+](C)c2cccc3cccc(c23)N1C,-1%,i,13%,4%,10%,
Cc1ccc(-c2cc(C(=O)NCCN3CCOCC3)no2)cc1,1%,0.5%,12%,-9%,9%,
Cn1c(=O)c2c(ncn2CC(=O)OCC(=O)NNC(=O)c2ccc(Cl)cc2)n(C)c1=O,-7%,i,0%,/,-7%,
O=C(Cc1ccccc1)NCC(=O)N1CCN(c2ccccc2F)CC1,4%,3.8%,13%,-5%,-7%,
CC(C)(C#CCN1CCCCC1)OCCOC(c1ccccc1)c1ccccc1,-2%,i,28%,-3%,-2%,
COc1ccc(CNC(=O)CCCNS(=O)(=O)c2cccc3nonc23)cc1,3%,2.2%,23%,-19%,/,
Nc1nnnn1/N=C/C(Br)=C/c1ccccc1,11%,12%,i,-4%,1.1µM*,
Cc1ccc(NC(=S)Nc2ccccn2)cc1C,/,0.9%,61%,4%,-4%,
O=C1CC(N2CCN(c3ccc(S(=O)(=O)N4CCOCC4)cc3)CC2)C(=O)N1Cc1ccccc1 (stereo unspecified),-4%,2.5%,?,2%,-5%,
O=c1cc(N2CCc3ccccc3C2)[nH]c(=O)n1-c1ccc(Cl)cc1,7%,1.8%,3%,-7%,-5%,
CC(C)Cn1c(N)c(C(=O)CSc2nnnn2-c2ccc(Cl)cc2)c(=O)n(C)c1=O,-4%,i,/,/,/,
Cc1ccc(OCC(=O)N(Cc2ccc(C)o2)C2CCS(=O)(=O)C2)cc1 (stereo unspecified),5%,0.9%,9%,6%,9%,
CCc1ccccc1N1CSC2=C(C#N)C(c3cc(OC)c(OC)cc3OC)CC(=O)N2C1 (stereo unspecified),-1%,1.3%,8%,-8%,0%,
CCOC(=O)C1=C2SCC(=O)N2C(N)=C(C#N)C1,9%,0.5%,-9%,-3%,-14%,
COc1cc(CC(=O)OC2CCOC2=O)cc(OC)c1OC (stereo unspecified),-4%,i,-13%,1%,-16%,
O=C(Cc1ccc(F)cc1)OCn1nnc2ccccc2c1=O,-7%,0.2%,21%,-14%,?,
COc1cccc(/C=N/n2c(N)c(S(=O)(=O)c3cccs3)c3nc4ccccc4nc32)c1OC,1%,2.5%,-19%,-6%,-6%,
COc1ccccc1NC(=O)c1cccc(NC(=O)c2ccco2)c1,-2%,8.9%,10%,15%,-11%,
Cc1nn(C)cc1CNC(=O)Nc1ccc(Cl)cc1,4%,1.4%,5%,-6%,3%,
CC(C)(C)OC(=O)CC1(C#N)c2ccccc2C(Br)=CN1C(=O)c1ccccc1 (stereo unspecified),-4%,1.5%,8%,-3%,-3%,
CCOc1ccccc1CN(Cc1ccco1)S(=O)(=O)c1ccc(-n2cnnn2)c(OC)c1,-10%,6.2%,/,/,/,
COc1ccccc1NC(=O)c1nn(-c2ccc(OC(F)(F)F)cc2)ccc1=O,-3%,4.8%,-15%,20%,-3%,

# 2 entries picked at random from those above, as already listed:
SMILES,influenza NS1A,VEEV TC-83 Vero,tuberculosis growth,Salmonella PhoP GFP,M. tuberculosis HTS,others
COc1cc(OC)cc(C(=O)NNC(=O)CCNC(=O)c2ccc(Br)cc2)c1,-6%,2.8%,1%,/,-4%,
O=C1Cc2ccccc2C(=O)N1OCc1ccc(Cl)cc1,1%,1.4%,-10%,8%,-2%,

# Next part.
SMILES,influenza NS1A,VEEV TC-83 Vero,tuberculosis growth,Salmonella PhoP GFP,M. tuberculosis HTS,others
Cn1cccc1/C=N/NC(=O)Cc1ccccc1,-25%,1.2%,2%,2%,-2%,
CNc1cc(-n2nc(C)cc2-c2ccccc2)ncn1,26%,2.5%,28%,-1%,-3%,
C=C1CCC[C@]2(C)C[C@H]3OC(=O)C(CN4CCCCC4CO)[C@H]3CC12 (stereo partly specified),-31%,10%,66%,-14%,1%,
COc1cc(C(=O)NCc2ccc(C)cc2)ccc1OC(F)F,6%,i,-3%,-2%,-1%,
COc1ccc(OC)c(Cc2nnc(CCC(=O)NC3CCCC3)o2)c1,3%,0.8%,2%,0%,1%,
CCCN1CCN(C(=S)Nc2sc(CC)cc2C(=O)OC)CC1,-5%,2.8%,-2%,6%,?,
Brc1ccc(-c2cn3cccnc3n2)cc1,0%,2.9%,10%,-8%,4%,
Cc1ccccc1NC(=O)CSC(N)=O,3%,2.6%,20%,-2%,-5%,
CCCNC(=O)C1(S(=O)(=O)c2ccccc2)CC=CC1,0%,0.9%,-12%,11%,-5%,
C/C(=N\N=c1/sc2ccccc2n1C)c1ccc(N2CCOCC2)cc1,-7%,0.4%,1%,-5%,6%,

# Arranged by molecular weight (smallest number first): some entries from above.
SMILES,influenza NS1A,VEEV TC-83 Vero,tuberculosis growth,Salmonella PhoP GFP,M. tuberculosis HTS,others
CCCNC(=O)C1(S(=O)(=O)c2ccccc2)CC=CC1,0%,0.9%,-12%,11%,-5%,
COc1cc(C(=O)NCc2ccc(C)cc2)ccc1OC(F)F,6%,i,-3%,-2%,-1%,
CCCN1CCN(C(=S)Nc2sc(CC)cc2C(=O)OC)CC1,-5%,2.8%,-2%,6%,?,
COc1ccc(OC)c(Cc2nnc(CCC(=O)NC3CCCC3)o2)c1,3%,0.8%,2%,0%,1%,
C/C(=N\N=c1/sc2ccccc2n1C)c1ccc(N2CCOCC2)cc1,-7%,0.4%,1%,-5%,6%,

# The listing picks up; the 5 compounds before the break are reprinted first.
SMILES,influenza NS1A,VEEV TC-83 Vero,tuberculosis growth,Salmonella PhoP GFP,M. tuberculosis HTS,others
CCCN1CCN(C(=S)Nc2sc(CC)cc2C(=O)OC)CC1,-5%,2.8%,-2%,6%,?,
Brc1ccc(-c2cn3cccnc3n2)cc1,0%,2.9%,10%,-8%,4%,
Cc1ccccc1NC(=O)CSC(N)=O,3%,2.6%,20%,-2%,-5%,
CCCNC(=O)C1(S(=O)(=O)c2ccccc2)CC=CC1,0%,0.9%,-12%,11%,-5%,
C/C(=N\N=c1/sc2ccccc2n1C)c1ccc(N2CCOCC2)cc1,-7%,0.4%,1%,-5%,6%,
c1ccc2c(c1)OC1OC2Oc2ccccc21,-2%,i,/,/,/,
CN(C)S(=O)(=O)c1ccc(Cl)c(NC(=O)CN2CCN(c3ccccn3)CC2)c1,-1%,0.6%,/,/,/,
C=C(c1ccc(O)cc1)c1ccc(O)cc1,-1%,9.9%,20%,-6%,2%,
COCCOC1CCN(C(=O)c2cc(COc3ccc(-n4cncn4)cc3)on2)CC1,-1%,1.1%,-12%,-8%,-9%,
O=C(CN1C(=O)NC2(CCCCCC2)C1=O)Nc1ccc(S(=O)(=O)N2CCOCC2)cc1,-13%,1.7%,-8%,-15%,-5%,
COc1cc2c(cc1OC)CN(S(=O)(=O)/C=C/c1ccccc1)CC2,-16%,i,7%,6%,10%,
COc1ccc(C(CC(=O)O)NS(=O)(=O)c2ccc(C)cc2)cc1 (stereo unspecified),9%,i,-8%,-1%,-12%,
CN(C)/C=N/c1cc(=O)n(C)c(=O)n1Cc1ccccc1,11%,i,-17%,2%,-1%,VEEV TC-83 Vero 10K pilot screen=0.7
COCCN(CCOC)C(=O)c1ccc(SCc2ccc(C)cc2)c([N+](=O)[O-])c1,1%,0.1%,14%,17%,2%,
Cc1ccc([C@@H]2CC=C(C(=O)O)[C@H](c3ccc(Cl)cc3)N2S(=O)(=O)c2ccc(C)cc2)cc1,1%,0.2%,-2%,-30%,-1%,
O=C(Nc1ccccn1)C1CCN(S(=O)(=O)c2ccc3c(c2)OCCCO3)CC1,-8%,2.5%,-1%,-3%,-3%,
CCc1ccc(NC(=O)CSc2ccc(-c3sc(C)nc3C)nn2)cc1,7%,i,?,-1%,35%,
